DRD3 agonist = qHTS of D3 Dopamine Receptor Agonist: qHTS; AID 652048, 2013; D3R DiscoveRx beta-arrestin cells, luminescence, 90 min; D(3) dopamine receptor (Homo sapiens), P35462; max activation, %; actives 0.58% (n = 410,000); in the data active = max activation above about 30%; also: 0% is about no effect; mostly tested at two doses, the higher about 12 µM
Target sequence (P35462 whole entry, looked up): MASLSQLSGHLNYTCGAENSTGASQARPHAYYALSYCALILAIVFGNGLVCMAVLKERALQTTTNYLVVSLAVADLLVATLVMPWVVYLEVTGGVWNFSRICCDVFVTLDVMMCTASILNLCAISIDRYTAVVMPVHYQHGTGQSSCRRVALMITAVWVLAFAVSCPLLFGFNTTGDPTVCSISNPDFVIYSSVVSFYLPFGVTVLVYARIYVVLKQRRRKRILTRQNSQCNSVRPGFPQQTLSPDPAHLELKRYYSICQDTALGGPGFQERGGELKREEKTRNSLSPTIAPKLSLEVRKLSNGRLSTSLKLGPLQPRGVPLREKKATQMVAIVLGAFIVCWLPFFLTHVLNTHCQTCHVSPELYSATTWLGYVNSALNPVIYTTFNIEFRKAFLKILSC
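Agonist-mode cell screen: cells plated at 1500/well and incubated overnight at 37 °C, then exposed to library compounds for 90 min at 37 °C. Detection reagent was added for 30–60 min at room temperature, and luminescence was read.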
HT1080-NT tox = qHTS for induction of synthetic lethality in tumor cells producing 2HG: qHTS for the HT-1080-NT fibrosarcoma cell line; actives 1.6% (n = 360,000); Potency, µM (doses to about 46.1 µM), for inactives: at the top dose activity, negative = less viability, actives largely listed as cytotoxic; HT-1080-NT fibrosarcoma viability, CellTiter-Glo ATP luminescence, 48 h;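 also: NT is the 2HG producing partner of a matched IDH1 knockdown line; potency is read from the fitted curve at half-maximal effect; 0% = DMSO-treated cells and -100% = media-only wells without cells; nearly all actives have a fitted effect of over 55% in size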
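Read-out is CellTiter-Glo luminescence after 10 minutes at room temperature, following 48 hours' compound treatment of HT-1080-NT cells (750 cells/well, RPMI, 5% FBS, 37 degrees C).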
SW480 rereplic = A quantitative high throughput screen for small molecules that induce DNA re-replication in SW480 colon adenocarcinoma cells | SW480 DNA re-replication, Hoechst DNA content imaging, 48 h | actives 1.8% (n = 340,000) | Potency, µM (titrated, usually from 46.1 µM), inactives show at the top dose re-replication activation, actives largely listed as activators | AID 624297, 2012; also: potency is read from the fitted curve at half-maximal effect; % of control where 0% means no effect; nearly all actives have a fitted effect of over 55% in size
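DNA re-replication was detected as more nuclei of elevated Hoechst intensity after 48 hr exposure to compound (23 nL pinned per well of 250 cells).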
MCF10A rereplic = A quantitative high throughput screen for small molecules that induce DNA re-replication in MCF 10a normal breast cells; Potency, µM (titrated, usually from 46.1 µM), inactives show top-dose activity, positive = re-replication, most hits filed as activators; MCF 10A DNA re-replication, Hoechst nuclear intensity, 48 h; actives 2.9% (n = 350,000); also: potency is read from the fitted curve at half-maximal effect; % of control where 0% means no effect; nearly all actives have a fitted effect of over 50% in size
KB-3-1 tox = qHTS assay for MDR1-selective chemotherapeutics: Primary screen using the parental adenocarcinoma cell KB-3-1; KB-3-1 viability, CellTiter-Glo ATP luminescence, 72 h; Potency, µM (doses to about 46.1 µM), without a hit: at the top dose activity change, negative = cytotoxic, most hits filed as cytotoxic; actives 1.4% (n = 400,000); AID 1347075, 2019; also: potency is read from the fitted curve at half-maximal effect; % is scaled to controls: 0 for no effect and ±100 for the full control effect; nearly all actives have a fitted effect of over 60% in size
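Screening of KB-3-1 cells (DMEM, 10% FBS, phenol-red free) ran from lowest to highest compound concentration; after 72 h at 37 °C viability was read luminescently and curves fitted.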
HT1080 IDH1KD tx = qHTS for induction of synthetic lethality in tumor cells producing 2HG: qHTS for the HT-1080-IDH1KD cell line | HT-1080 IDH1 knockdown viability, ATP luminescence, 48 h | Potency, µM (top dose mostly 46.1 µM), for inactives: top-dose activity, negative = toxicity, most hits filed as cytotoxic | actives 2% (n = 360,000);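 also: potency is read from the fitted curve at half-maximal effect; 0% = DMSO wells and -100% = cell-free medium wells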
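Viability of IDH1-knockdown HT-1080 fibrosarcoma cells was assessed by CellTiter-Glo after 48 h at 37 °C with titrated compound; concentration-effect curves were classified by fit quality and response size.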
KB-V1 MDR tox = qHTS assay for MDR1-selective chemotherapeutics: Primary screen using the drug-selected MDR subline cells KB-V1. KB-V1 MDR cells viability, CellTiter-Glo, 72 h. Potency, µM (series often up to 46.1 µM), without a hit: at the highest dose activity change, negative = cytotoxicity, hits mostly cytotoxic. actives 3.4% (n = 400,000); also: potency is read from the fitted curve at half-maximal effect; % is scaled to controls: 0 for no effect and ±100 for the full control effect; nearly all actives have a fitted effect of over 60% in size
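Readout: CellTiter-Glo luminescence, 10 min after addition. Cells: KB-V1 MDR subline, 72 h at 37 degrees C with compound. Analysis: corrected, normalized data fitted to concentration-effect curves.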
HEK293 tox = qHTS of GLP-1 Receptor Inverse Agonists: Cytotox Screen. HEK293 cAMP-luciferase reporter cells, luminescence, 24 h. Potency, µM (highest dose often 38.3 µM), without a hit: at the highest dose activity change, negative = inhibition, most hits filed as inhibitors. AID 624418, 2012. actives 0.13% (n = 410,000);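 also: loss of luciferase light is scored as toxicity; potency is read from the fitted curve at half-maximal effect; % is scaled to controls: 0 for no effect and ±100 for the full control effect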
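MLSMR compounds, 24 hr on cells at 37 deg C/5% CO2; luminescence after luciferase reagent (12 min RT). Inhibition counted as the undesired cytotoxic outcome.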
IL1B secr inh = qHTS for Inhibitors of Inflammasome Signaling: IL-1-beta AlphaLISA Primary Screen. THP-1 LPS/ATP IL-1B secretion, AlphaLISA, 16 h; hits give low values. activity change, % at 57.5 µM. actives 4.7% (n = 360,000); in the data active = activity change below about -50%; inconclusive = mostly about -30% to -49%; also: % is scaled to controls: 0 for no effect and ±100 for the full control effect
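THP-1 cells pretreated 1 hr with compounds (up to 57.5 uM final), then stimulated with LPS (250 ng/mL final) plus ATP (1.25 mM final); secreted IL-1B measured by AlphaLISA after 16 hr, decreased signal indicating inhibition.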
The depositor's hits bear a star; ? = inconclusive; . = not tested or not shown; [ ] = dose if it differs, or a comment. Unless noted, calls follow the shape of the dose curve; as a rule, active = well fitted curve in the direction sought with a large enough effect; inconclusive = small, poorly fitted or top-dose-only effect, or another doubt; inactive = no such curve, though single readings can be large; an effect the other way counts as inactive or inconclusive.

SMILES	DRD3 agonist	HT1080-NT tox	SW480 rereplic	MCF10A rereplic	KB-3-1 tox	HT1080 IDH1KD tx	KB-V1 MDR tox	HEK293 tox	IL1B secr inh
N#C/C(=C\c1ccccc1OCc1ccc(C(=O)O)cc1)c1ccccc1	7	-6%	2%	12%	0%	-17%	6%	-7%	-20
C=CCn1c(SCC(N)=O)nc2sc3c(c2c1=O)CCC3	-3	-22%	-12%[9.22 µM]	?	14%	-25%	-8%	9%	7
c1cc(CNCCN2CCNCC2)ccn1	0	-3%	-8%	-4%	?	-2%	?	1%	-1
Cc1cc(C)cc(C(=O)NC(CC(N)=O)c2ccc(NCCN3CCOCC3)c([N+](=O)[O-])c2)c1 (configuration not stated)	7	15%	-5%	-7%	17%	9%	1%	-15%	-2
Cc1nc2cc(NCc3cccs3)ccc2n1C	5	2%	-4%	-5%	14%	0%	-10%	8%	-17
Cc1cccc(-n2ccnc2SCC(=O)Nc2ccc(F)cc2F)c1C	-11	.	.	.	-2%	.	?	-14%	.
CCOC(=O)c1ccc(S(=O)(=O)N2CCN(C(=O)c3cc4ccccc4o3)CC2)cc1	-9	-8%	0%	1%	-1%	-1%	0%	15%	-8
Cc1coc2c(C)c3oc(=O)c(CCC(=O)NCCCN4CCOCC4)c(C)c3cc12	12	-2%	3%	6%	0%	1%	?	1%	-6
COC(=O)c1ccc(Cn2c(C)c(C(=O)NCc3cccc([N+](=O)[O-])c3)sc2=O)o1	2	2%	.	.	25%	2%	?	-5%	-16
Cn1c(-c2ccccc2)cc(=O)cc1-c1ccccc1	-11	0%	.	.	-10%	-2%	1%	-1%	19
CC1CCN(C(=O)CN2C(=O)C(=O)N(C)C2=O)c2ccccc2S1 (configuration not stated)	-9	-1%[9.24 µM]	-17%	-1%	20%	-3%	28%	16%	-1
Cn1c(=O)[nH]c(=O)c2c1nc(N1CCCCC1)n2C/C=N/NC(=O)c1cc(Br)ccc1O	3	-1%	5%	-33%[inhibitor]	14%	0%	0%	-1%	14
CC(C)Cc1cc(C(=O)N2CCN(C(c3ccccc3)c3ccccc3)CC2)no1	3	4%	2%	18%	-22%	-10%	-5%	3%	-3
O=C(Nc1ccc(S(=O)(=O)N2CCC(C(=O)NC3CCCCC3)CC2)cc1)c1ccco1	0	-18%	-9%	0%	-2%	?	14%	-13%	-6
Cc1ccc(C)c(NC(=O)c2ccc3c(c2)CCCN3S(C)(=O)=O)c1	-11	.	.	.	-11%	.	-18%	-1%	.
O=C(NC1CCN(S(=O)(=O)c2ccccc2F)CC1)c1cccnc1	4	6%	-16%	-17%	12%	4%	5%	-3%	17
CCOC(=O)/C=C1\CN(C(C)c2ccccc2)S(=O)(=O)c2ccccc21 (configuration not stated)	13	0%	-2%	-2%	0%	-3%	0%	3%	11
CC[n+]1c(/C=C/c2ccc(OC(C)=O)c(OC)c2)ccc2ccccc21	-13	0%	37%	-11%	0%	4%	-4%	?	-85*
CCCCCCC(=O)NC(Nc1ccc(S(N)(=O)=O)cc1)C(Cl)(Cl)Cl (configuration not stated)	-6	-23%	-1%[9.22 µM]	15%	-17%	-21%	-6%	-14%	-10
CC(C)c1ccc(NC(=O)Nc2nc(CN)cs2)cc1	-11	-16%	.	.	0%	-24%	-1%	-18%	-20
COc1ccc2[nH]c3c(N4CC(C)OC(C)C4)ncnc3c2c1 (configuration not stated)	4	-15%	-13%	-1%	20%	-2%	-25%	-28%	-17
Clc1nc(CN2CCCCC2)nc2sc3c(c12)CCC3	-12	-22%	13%	?	?	-10%	?	0%	.
O=C(NCc1ccc(F)cc1)C(=O)NCC(c1ccco1)S(=O)(=O)c1cccs1 (configuration not stated)	8	.	.	.	-5%	.	-33%	-14%	.
COc1ccc(C(=S)Nc2ccccc2)cc1	-6	2%	7%	0%	2%	0%	?	7%	-19
COc1ccccc1N1CCN(C(=O)c2noc(C)c2[N+](=O)[O-])CC1	0	-1%	?	?	1%	8%	20%	-7%	5
COc1ccccc1NC(=O)COC(=O)Cc1ccc(S(=O)(=O)N2CCCCC2)s1	3	0%	-12%	-3%	7%	13%	12%	-2%	-6
O=S(=O)(Nc1nc2ccccc2nc1Cl)c1ccc2ccccc2c1	11	-11%	3%	23µM*	-8%	3%	?	8%	27
CC(C(=O)c1ccccc1)[n+]1cccc(C(N)=O)c1 (configuration not stated)	2	12%	-5%	?	8%	15%	0%	-1%	15
CC(Oc1cccc(Cl)c1)C(=O)Nc1ccc(N2CCOCC2)cc1N1CCOCC1 (configuration not stated)	10	-26%	-95%[inhibitor][9.22 µM]	?	2%	-2%	16µM*	4%	-24
CCCCn1c(N)c(N(CC(C)C)C(=O)c2ccc(S(=O)(=O)N3CCCCCC3)cc2)c(=O)[nH]c1=O	-1	14%	1%	0%	8%	3%	0%	-24%	9
CCc1c(C)nc(N)n2c(SCC(=O)N3CCCc4ccccc43)nnc12	-9	3%	-6%	-1%	-6%	6%	5%	1%	20
O=c1c2c3c(sc2ncn1/N=C/c1ccccc1)CCCC3	5	8%	-3%	?	3%	-1%	-10%	-1%	-20
CC(C)(C)c1ccc(C(=O)N2CCC(=O)N(C(COCc3ccccc3)Cc3ccccc3)CC2)cc1 (configuration not stated)	12	?	?	21µM*	?	-13%	?	?	-29
CC(NC(=O)c1ccnn1C)C1CCCO1 (configuration not stated)	-3	3%	10%	?	-1%	-2%	-10%	3%	-9
CC(C)(C)C1=Nn2c(nnc2-c2ccccc2F)SC1	-10	2%	-18%	2%	0%	-3%	-23%	4%	4
CNC(=O)c1[nH]cnc1C(=O)Nc1cccc(OC)c1	0	6%	-7%	?	-8%	2%	-5%	-7%	-3
CN(C)C(=O)CN1C(=O)C2CC=C(Cl)CC2C1=O (configuration not stated)	3	3%	-6%	-1%	13%	4%	-6%	0%	1
CCc1ccc(Nc2nnc(SCC(=O)NC(=O)c3cccn3C)s2)cc1	3	?	?	18µM*	?	?	?	9%	38
O=S1(=O)N=C(N/N=C/c2ccco2)c2ccccc21	1	6%	-4%	4%	6%	6%	27%	-5%	12
Cc1c(Br)c([N+](=O)[O-])nn1CC(=O)NC1CCCCCC1	-10	-26%	-4%	-5%	?	-18%	?	0%	-10

Single records, as listed above. Order of values: DRD3 agonist | HT1080-NT tox | SW480 rereplic | MCF10A rereplic | KB-3-1 tox | HT1080 IDH1KD tx | KB-V1 MDR tox | HEK293 tox | IL1B secr inh
Profile of COc1ccc(C(=S)Nc2ccccc2)cc1 : -6 | 2% | 7% | 0% | 2% | 0% | ? | 7% | -19
Profile of COc1ccccc1NC(=O)COC(=O)Cc1ccc(S(=O)(=O)N2CCCCC2)s1 : 3 | 0% | -12% | -3% | 7% | 13% | 12% | -2% | -6
Profile of CCCCn1c(N)c(N(CC(C)C)C(=O)c2ccc(S(=O)(=O)N3CCCCCC3)cc2)c(=O)[nH]c1=O : -1 | 14% | 1% | 0% | 8% | 3% | 0% | -24% | 9

The list continues:
SMILES	DRD3 agonist	HT1080-NT tox	SW480 rereplic	MCF10A rereplic	KB-3-1 tox	HT1080 IDH1KD tx	KB-V1 MDR tox	HEK293 tox	IL1B secr inh
Cc1cccn2c(CN(C)C3CCCc4ccccc43)c(C(=O)N3CCOCC3)nc12 (configuration not stated)	5	-15%	-13%	1%	0%	-6%	-1%	-1%	-3
Cc1cc(C)n(-c2cc(C(=O)O)cc(C(=O)O)c2)n1	2	5%	-112%[inhibitor]	0%	0%	1%	15%	-18%	1
Cc1[nH]c2ccc(-c3n[nH]c(=S)n3Cc3ccccc3)cc2c1C	-5	?	19%	20%	6%	-27%	-10%	-16%	-57*
O=C1Nc2ccc(F)cc2C12Nc1ccccc1-c1nnc(SCc3ccccc3Cl)nc1O2 (configuration not stated)	-22	3%	0%	-1%	3%	13%	6%	-13%	10
Cc1c(C#N)c(NC(=O)c2cccc(Cl)c2)n(Cc2ccccc2)c1C	-10	-15%	4%	-2%	4%	-16%	4%	5%	3
Nc1nc(SCn2nnc3ccccc3c2=O)n[nH]1	-3	4%	-1%	1%	-1%	3%	-16%	1%	-19
COc1cc(C2NC(=O)NC(O)(C(F)(F)F)C2C(=O)c2cccs2)ccc1O (configuration not stated)	-14	11%	-6%	0%	-1%	5%	-13%	14%	-12
COc1ccc(C2=NN(C(=O)c3ccco3)C(c3cccs3)C2)cc1OC (configuration not stated)	6	-23%	.	.	-9%	-7%	?	-23%	-7
CC1CCc2sc(C(=O)NC3CCN(Cc4ccccc4)CC3)cc2C1 (configuration not stated)	-19	-21%	?	?	?	?	1%	?	-59*
COc1ccc(C(=O)CSc2nnc(CNC(=O)c3ccco3)n2C)cc1	8	16%	-3%	-2%	12%	17%	-6%	15%	96
O=S(=O)(Nc1cccc(Cl)c1)c1cccc(-n2cnnn2)c1	-2	1%	-4%	1%	0%	1%	10%	10%	5
COc1ccc(OC)c(C(=O)c2ccc(C(=O)Nc3ccccc3)cc2)c1	-5	-2%	-10%	4%	-7%	-7%	23µM*	11%	-13
CCCCn1c(N)c(NCc2ccccc2OC)c(=O)[nH]c1=O	-21	1%	-2%	0%	0%	9%	7%	-4%	-3
Cc1ccccc1OCC(=O)NC1=NCCS1	6	-1%	1%	-2%	-20%	7%	-29%	-21%	-1
O=C(COC(=O)Cc1cccs1)NCC(=O)Nc1ccc(F)cc1	7	4%	8%	-3%	?	-1%	2%	-18%	27
O=C(COC(=O)C12CC3CC(CC(O)(C3)C1)C2)Nc1ccc(Cl)cc1F	3	-11%	2%	-3%	0%	0%	4%	0%	1

Screening data deposited in PubChem BioAssay by National Center for Advancing Translational Sciences (NCATS).
